aSyn rescue: inhibitors of alpha-synuclein toxicity in yeast; actives 0.14% (n = 370,000); Yeast expressing alpha-synuclein, growth rescue, BacTiter-Glo, 24 h; Potency, µM (top dose mostly 46.1 µM), inactives show at the highest dose growth rescue (activation), hits mostly activators; further: potency means the concentration at half of the fitted maximal effect; % of control where 0% means no effect; nearly all actives have a fitted effect of over 65% in size
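Screening used galactose-induced yeast with toxic alpha-synuclein levels, exposed to compound for 24 hr at 30 deg C. Cell growth, read with BacTiter-Glo luminescence, gave the measured signal.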
DRD3 antagonist: antagonists of human D3 dopamine receptor; D3R cells, DiscoveRx beta-arrestin luminescence, antagonist mode; stronger effect = lower value; max response, negative = inhibition, %; actives 2.5% (n = 360,000); AID 652054; in the data active means max response below about -50%; inconclusive means no clear call, values can overlap the other calls; further: on the % scale 0 is the no-effect control and ±100 the full control effect; mostly tested at two doses, the higher about 12 µM
Target sequence (P35462 whole entry, looked up): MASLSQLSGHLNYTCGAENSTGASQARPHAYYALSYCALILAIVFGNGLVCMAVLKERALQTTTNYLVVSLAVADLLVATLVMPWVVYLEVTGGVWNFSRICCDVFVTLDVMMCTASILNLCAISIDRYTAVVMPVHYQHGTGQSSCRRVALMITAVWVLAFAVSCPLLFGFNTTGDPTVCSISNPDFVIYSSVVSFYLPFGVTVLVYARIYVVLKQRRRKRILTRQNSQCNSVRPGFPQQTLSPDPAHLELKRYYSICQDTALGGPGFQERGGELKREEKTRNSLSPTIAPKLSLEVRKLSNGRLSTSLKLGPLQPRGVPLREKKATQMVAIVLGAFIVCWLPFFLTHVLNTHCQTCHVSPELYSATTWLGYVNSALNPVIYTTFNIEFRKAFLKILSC
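Cells plated overnight at 1500 cells/well, then exposed to library compounds with dopamine controls for 90 minutes at 37 degrees C. DiscoveRx reagent added for 30–60 minutes at room temperature; luminescence read, quantitative HTS format.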
GLP1R inv ag: inverse agonists of human GLP-1 receptor; P43220; HEK293 GLP-1R CRE-luciferase, luminescence, 24 h; GLP-1R form is constitutively active; Potency, µM (series often up to 38.3 µM), for inactives: top-dose activity change, negative = inhibition, hits mostly inhibitors; actives 1.6% (n = 410,000); AID 624417; further: potency means the concentration at half of the fitted maximal effect; on the % scale 0 is the no-effect control and ±100 the full control effect; nearly all actives have a fitted effect of over 55% in size
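HEK293 cells stably co-expressing a cAMP-responsive luciferase reporter and constitutively active GLP-1R were seeded, incubated 12 h, then exposed to compounds for 24 h at 37 C. Luminescence was read 12 min after detection reagent; inverse agonists lower signal.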
GLP-1R agonist: GLP-1 receptor (human) agonism. P43220. HEK293 GLP-1R CRE-luciferase, luminescence, 4-6 h; cells express a hypersensitive GLP-1R form. Potency, µM (doses to about 45.6 µM), for the others: at the highest dose activation, most hits filed as activators. actives 0.007% (n = 380,000); further: potency means the concentration at half of the fitted maximal effect; % of control where 0% means no effect
Abeta yeast res: compounds reversing amyloid beta toxicity in yeast; yeast expressing A-beta42, growth rescue, OD600, 48 h; response scale: 0% DMSO, 100% iron-clioquinol control; Potency, µM (highest dose often 46.1 µM), without a hit: at the highest dose growth rescue, actives largely listed as activators; actives 0.063% (n = 410,000); AID 1347071; further: potency means the concentration at half of the fitted maximal effect; nearly all actives have a fitted effect of over 55% in size
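Yeast A-beta toxicity model in growth medium with pinned compounds, 48 h at 30 C; growth read as absorbance at 600 nm. Normalized to FeCl3/clioquinol equimolar mix (positive) and DMSO (negative).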
PTHR1 ag: PTHR1 (human) receptor agonism | Q03431 | HEK293 GP2 PTHR1 cells, GloSensor cAMP luminescence, 1 h | Potency, µM (titrated, usually from 115 µM), for inactives: at the top dose activation, most hits filed as activators | actives 0.075% (n = 410,000) | AID 743266; further: potency means the concentration at half of the fitted maximal effect; nearly all actives have a fitted effect of over 55% in size; some results filed as inactive show a strong effect at the top dose; inactives centre near -15; many of its hits are not listed in these tables
Target sequence (Q03431 whole entry, looked up): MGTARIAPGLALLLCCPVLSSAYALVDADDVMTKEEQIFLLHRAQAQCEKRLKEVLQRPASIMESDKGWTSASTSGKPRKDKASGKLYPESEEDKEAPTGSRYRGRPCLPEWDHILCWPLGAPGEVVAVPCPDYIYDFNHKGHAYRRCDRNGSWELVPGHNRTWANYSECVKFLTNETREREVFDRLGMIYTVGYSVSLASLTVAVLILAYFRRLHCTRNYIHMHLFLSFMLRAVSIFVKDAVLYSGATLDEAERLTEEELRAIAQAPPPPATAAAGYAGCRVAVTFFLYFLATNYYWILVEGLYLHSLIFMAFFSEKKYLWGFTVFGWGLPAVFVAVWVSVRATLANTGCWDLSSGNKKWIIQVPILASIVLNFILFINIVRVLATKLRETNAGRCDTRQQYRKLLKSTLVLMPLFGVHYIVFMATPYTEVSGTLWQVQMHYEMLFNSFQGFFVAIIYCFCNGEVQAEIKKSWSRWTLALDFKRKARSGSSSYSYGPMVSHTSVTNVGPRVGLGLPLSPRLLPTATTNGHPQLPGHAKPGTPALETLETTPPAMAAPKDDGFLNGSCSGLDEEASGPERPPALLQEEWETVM
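HEK-293-derived GP2 cells expressing PTHR1 and a GloSensor cAMP reporter, 3,000/well, plated overnight, given luciferin plus IBMX (each 0.5 mM as added) for 1 h at 37 °C, then compound for 1 h at 37 °C. Luminescence was read after 15 min at room temperature.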
FUS suppressor: FUS proteinopathy suppression in yeast; S. cerevisiae FUS-expressing, growth rescue, OD600, 24 h; Potency, µM (titrated, usually from 76.6 µM), without a hit: at the top dose growth rescue (activation), actives largely listed as activators; actives 0.24% (n = 390,000);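 further: potency means the concentration at half of the fitted maximal effect; plate controls were DMSO vehicle for no effect and reference control for full effect; nearly all actives have a fitted effect of over 55% in size; some results filed as inactive show a strong effect at the top dose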
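Read-out: OD at 600 nm after 24hr at 30C, reporting rescue of FUS-induced yeast toxicity. Cells at OD 0.005 in galactose (2%) minimal medium; compounds tested in a dilution series; CP55940 titration from 92uM final as control.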
TDP-43 yeast inh: rescues yeast growth from TDP-43 toxicity; TDP-43 expressing yeast growth rescue, BacTiter-Glo, 24 h; Potency, µM (doses to about 46.1 µM), for inactives: top-dose growth rescue (activation), hits mostly activators; actives 1.8% (n = 410,000); AID 652104; further: potency means the concentration at half of the fitted maximal effect; % of control where 0% means no effect; nearly all actives have a fitted effect of over 50% in size
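Luminescence from BacTiter-Glo reports growth of TDP-43-expressing yeast after 24 hr at 30 deg C with compound. Cells were raffinose-pregrown to mid-log, then seeded in galactose medium at OD600=0.02.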
pAkt inh: inhibitors of Akt phosphorylation | activity change, % for hits at 50 µM | actives 0.32% (n = 360,000) | Neuro2A IGF-stimulated pAkt S473 HTRF, 20 min; stronger effect = lower value; in the data active means activity change below about -80%; inconclusive means mostly about -51% to -80%; further: on the % scale 0 is the no-effect control and ±100 the full control effect
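Neuro2A cells (4,500/well, DMEM with 0.5% FBS) were treated with compound at a single 50 µM final concentration, stimulated with 6 nM IGF for 20 min at 37 °C, and lysed. Phospho-Akt Ser473 was read by HTRF as 665/615 ratio ×10^4.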
Active calls of the source: *; i = inactive; ? = inconclusive; / = not tested or not shown; [ ] = another dose, or the depositor's remark. Unless noted, the call rests on the fitted dose curve; in most records, active means well fitted curve in the direction sought with a large enough effect; inconclusive means small, poorly fitted or top-dose-only effect, or another doubt; inactive means no such curve, though single readings can be large; an effect the other way counts as inactive or inconclusive. Only part of the results is shown; rates above refer to the full screens.

Each structure is followed by: aSyn rescue	DRD3 antagonist	GLP1R inv ag	GLP-1R agonist	Abeta yeast res	PTHR1 ag	FUS suppressor	TDP-43 yeast inh	pAkt inh
1) CCOc1cc(N2CCOCC2)c(OCC)cc1NC(=O)Cc1cccc(OC)c1
    6%	-4	?	0%	1%	i	15%	22%	i
2) CC(=O)c1cccc(Nc2nc(-c3sc(C)nc3C)cs2)c1
    -6%	38	-20%	10%	17%	-27%	21%	11µM*	i
3) COc1ccc2c(c1)sc1ncc(C(=O)NCc3cccc(Cl)c3)c(=O)n12
    /	/	3%	/	16%	-24%	-27%	0%	/
4) O=C(NCc1ccccc1)c1cccc(COc2ccccc2Cl)c1
    -3%	-18	?	-1%	-3%	-32%[inhibitor][57.5 µM]	8%	?	i
5) Cc1ccccc1NC(=O)N1CCN(c2ncccn2)CC1
    0%	1	12%	3%	-13%	-19%	-11%	3%	i
6) O=C(c1cc(-c2ccc(F)cc2)nc2ccccc12)N1CCN(C2CCS(=O)(=O)C2)CC1 (stereo unspecified)
    -2%	-1	-16%	2%	-51%[inhibitor]	-18%	17%	11%	i
7) O=C(CSc1nnc(-c2ccco2)o1)NCCc1ccccc1
    0%	13	-6%	-1%	3%	i	-3%	20%	i
8) Cc1ccc(NC(=O)N2CCCCCC2)c(C)c1
    4%	-1	-13%	8%	12%	-4%	4%	14%	i
9) CC1COc2ccccc2N1C(=O)c1ccccc1Cl (stereo unspecified)
    4%	-26	?	18%	-1%	-24%	0%	1%	i
10) O=C(CCS(=O)(=O)c1ccccc1)NC12CC3CC(CC(C3)C1)C2
    0%	5	1%	-1%	2%	-16%[57.5 µM]	9%	-16%	i
11) Cc1ccc(NC(=O)CSc2nnc(-c3ccco3)n2N)cc1F
    -8%	-7	5%	-1%	-7%	i	13%	-14%	i
12) CC(=O)Nc1ccc(NC(=O)CSc2nnc(-c3ccccc3)n2Cc2ccc3c(c2)OCO3)cc1
    1%	-103*	0%	13%	-7%	-16%[57.5 µM]	7%	-7%	i
13) CCOC(=O)C1(CC)NC(c2ccco2)C2C(=O)N(C)C(=O)C21 (stereo unspecified)
    -4%	8	17%	-10%	5%	i	-5%	0%	i
14) CCN(c1cccc(C)c1)S(=O)(=O)c1ccc(-c2coc(C)n2)cc1
    0%	-11	?	13%	-12%	i	1%	0%	i
15) Cc1cc(C)cc(C(=O)NN2CCOCC2)c1
    2%	-17	10%	-5%	1%	i	/	16%	i
16) CCn1c(SC2CCOC2=O)nnc1-c1ccc(Cl)cc1 (stereo unspecified)
    0%	0	-11%	-3%	4%	-15%	?	7%	i
17) CCOc1ccccc1NC(=O)c1c(NCc2cccs2)sc2c1CCCCC2
    /	/	13µM*	/	?	-24%	?	15%	/
18) O=S(=O)(NC1CCCCC1)c1ccc(-c2csnn2)s1
    5%	8	-25%	10%	-11%	-14%	27%	16%	i
19) N#CCCN1CCN(S(=O)(=O)c2ccc(S(=O)(=O)NCc3ccccc3)cc2)CC1
    -1%	?	-7%	-2%	-3%	-10%	17%	24%	i
20) CN(Cc1ccccc1)C(=O)COc1cc(Cl)ccc1Cl
    -1%	5	?	-6%	-7%	i	23%	22%	i

Each structure is followed by: aSyn rescue	DRD3 antagonist	GLP1R inv ag	GLP-1R agonist	Abeta yeast res	PTHR1 ag	FUS suppressor	TDP-43 yeast inh	pAkt inh
21) Cc1c(C(=O)N/N=C/c2ccccc2)[nH]c2c([N+](=O)[O-])cccc12
    -10%	8	?	0%	-8%	i	-12%	-11%	i
22) COCCN(C(=O)CCC(=O)Nc1cc(C)on1)C(C(=O)NC1CCCC1)c1ccccc1F (stereo unspecified)
    0%	-5	10%	2%	-9%	?	40%	-14%	i
23) Cc1c(Nc2ccc3nonc3c2[N+](=O)[O-])c(=O)n(-c2ccccc2)n1C
    1%	-1	-36%[7.66 µM]	1%	2%	i	1%	8%[9.22 µM]	i
24) O=C1C2C3C=CC(CC3)C2S(=O)(=O)C2C3C=CC(CC3)C12 (stereo unspecified)
    0%	-6	-8%	-3%	2%	i	-36%	8%	i
25) COc1ccc(CC(=O)Oc2ccccc2Cl)cc1S(=O)(=O)N1CCOCC1
    -4%	-13	-2%	11%	2%	-13%	13%	-16%	i
26) CC(C)C[C@H]1CN(CCCC[C@@H]2CNC(=O)C(=O)N2CC2CCCCC2)C(=O)C(=O)N1CCC1CCCCC1
    -12%	-6	18%	-2%	-15%	8%	-7%	-1%	i
27) CC(C(=O)Nc1sc2c(c1C(=O)NCC1CCCO1)CCC2)N1C(=O)c2ccccc2C1=O (stereo unspecified)
    -1%	6	6%	0%	-5%	i	/	-10%	i
28) COc1ccc(NC(=O)CN(C)C2=NS(=O)(=O)c3ccccc32)cc1Cl
    -1%	-15	63%[activator]	16%	-13%	i	8%	-14%	i
29) O=C(N/C=C/c1ccco1)Nc1cccc(Cl)c1
    -5%	-6	1%	7%	12%	-18%	-6%	0%	i
30) CC1=Nn2c(nnc2-c2ccc(F)cc2)SC1
    2%	6	-3%	-2%	?	i	-4%	10%	i
31) COCCNC(=O)c1c(N)n(/N=C/c2ccc(F)cc2)c2nc3ccccc3nc12
    10%	29	3%	-1%	4%	i	-7%	6%	i
32) O=C(NCc1ccc(F)cc1)c1cc(C2CCCN(C(=O)c3ccc4c(c3)CCO4)C2)on1 (stereo unspecified)
    ?	-28	-9%	-8%	-22%	i	24%	10%	i
33) C[C@H](CO)N1C[C@H](C)[C@@H](CN(C)S(=O)(=O)c2ccc3ccccc3c2)OCc2cn(nn2)CCCC1=O
    5%	-13	8%	-3%	8%	-2%	20%	19%	i
34) CN(C)c1ccc(C=c2c3ccccc3n3c2c2ccccc2[n+]3C)cc1
    -33%[inhibitor]	?	?	-4%	-47%[inhibitor]	-22%	/	-95%[inhibitor]	i
35) Cc1cc(=O)oc(C)c1C(=O)Nc1cccc2ccccc12
    6%	14	-3%	-2%	-1%	-5%[57.5 µM]	4%	3%	i
36) CC(=O)Nc1ccc(NC(=O)CN(C)CC(=O)Nc2ccccc2Br)cc1
    -1%	2	2%	5%	-6%	i	13%	-17%	i
37) O=S(=O)(c1ccccc1)c1nc(-c2ccco2)oc1NCCCN1CCOCC1
    -3%	-18	1%	3%	3%[9.22 µM]	i	-25%	0%	i
38) Cn1c(SCC(=O)Nc2ccccc2F)nnc1-c1cccnc1
    -8%	-14	14%	0%	-9%	-13%	-20%	6%	i
39) COc1ccc(-n2c(-c3ccc(Br)cc3)c[n+]3c2SC(C)C3)cc1 (stereo unspecified)
    1%	2	-37%	-6%	-25%	-32%[inhibitor]	-1%	-16%	i
40) COC(=O)[C@]12C(=O)NC[C@H](CN1c1ccc(Cl)c(C)c1)N2C
    1%	-27	19%	-6%	2%	i	-21%	11%	i

Eight entries out of the list, sorted by molar mass, ascending.
Each structure is followed by: aSyn rescue	DRD3 antagonist	GLP1R inv ag	GLP-1R agonist	Abeta yeast res	PTHR1 ag	FUS suppressor	TDP-43 yeast inh	pAkt inh
24) O=C1C2C3C=CC(CC3)C2S(=O)(=O)C2C3C=CC(CC3)C12 (stereo unspecified)
    0%	-6	-8%	-3%	2%	i	-36%	8%	i
21) Cc1c(C(=O)N/N=C/c2ccccc2)[nH]c2c([N+](=O)[O-])cccc12
    -10%	8	?	0%	-8%	i	-12%	-11%	i
38) Cn1c(SCC(=O)Nc2ccccc2F)nnc1-c1cccnc1
    -8%	-14	14%	0%	-9%	-13%	-20%	6%	i
28) COc1ccc(NC(=O)CN(C)C2=NS(=O)(=O)c3ccccc32)cc1Cl
    -1%	-15	63%[activator]	16%	-13%	i	8%	-14%	i
39) COc1ccc(-n2c(-c3ccc(Br)cc3)c[n+]3c2SC(C)C3)cc1 (stereo unspecified)
    1%	2	-37%	-6%	-25%	-32%[inhibitor]	-1%	-16%	i
37) O=S(=O)(c1ccccc1)c1nc(-c2ccco2)oc1NCCCN1CCOCC1
    -3%	-18	1%	3%	3%[9.22 µM]	i	-25%	0%	i
36) CC(=O)Nc1ccc(NC(=O)CN(C)CC(=O)Nc2ccccc2Br)cc1
    -1%	2	2%	5%	-6%	i	13%	-17%	i
27) CC(C(=O)Nc1sc2c(c1C(=O)NCC1CCCO1)CCC2)N1C(=O)c2ccccc2C1=O (stereo unspecified)
    -1%	6	6%	0%	-5%	i	/	-10%	i

Remaining list, next part.
Each structure is followed by: aSyn rescue	DRD3 antagonist	GLP1R inv ag	GLP-1R agonist	Abeta yeast res	PTHR1 ag	FUS suppressor	TDP-43 yeast inh	pAkt inh
41) Cc1ccc(CCNC(=O)c2ccc(CSCc3ccc(C)cc3)o2)cc1
    /	/	?	/	-2%	-68%[inhibitor]	2%	-3%	/
42) Cn1c(SCC(=O)c2ccc3c(c2)OCO3)nnc1-c1ccccn1
    13%	18	8%	-7%	8%	-6%[57.5 µM]	17%	3%	i
43) O=C(Nc1nnc(Cc2ccccc2)s1)Nc1ccccc1F
    -1%	10	-12%	8%	-8%	-41%[inhibitor]	-11%	10%	i
44) COc1ccccc1C(=O)NC(CCSC)C(=O)OC(C)C(=O)NC1CC1 (stereo unspecified)
    -5%	-13	9%	-4%	13%	i	-8%	23%	i
45) CCCNC(=O)C1(C)CCN1C(=O)C1(c2ccccc2)CC1 (stereo unspecified)
    2%	-8	9%	8%	11%	-5%	-13%	17%	i
46) S=C1CCC(c2ccc(Cl)cc2)=NN1c1ccccc1
    0%	-8	25%	7%	-5%	-18%	2%	22%	i
47) Cc1onc(-c2ccccc2)c1C(=O)N/N=C/c1ccc([N+](=O)[O-])s1
    -52%[inhibitor]	-6	?	-2%	-13%	-66%[inhibitor]	/	-9%	i
48) Cc1ccc(S(=O)(=O)N2C3CCCCC3O[C@H]2CC(=O)c2cccc3ccccc23)cc1 (stereo partly specified)
    5%	-12	?	/	-6%	-7%	?	4%	i

Compound activity from PubChem BioAssay.
